Bioassay records deposited in PubChem by several laboratories.
PPARg SRC-1 ag = agonists of human PPARgamma SRC-1 coactivator recruitment; P37231; PPARgamma-SRC-1 coactivator recruitment biochemical assay; activation, % at 8 µM; actives 0.41% (n = 200,000); in the data active = activation above about 19%;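 note: 0% = DMSO and 100% = reference agonist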
SRC2 TRFRET art = flags TR-FRET format artefacts in PPARgamma SRC-2 recruitment agonist screen. TR-FRET artefact counter-screen; hits give high values. TR-FRET ratio at 8 µM. actives 0.4% (n = 200,000); in the data active = TR-FRET ratio above about 2000; note: inactives centre near 1500
bIAP activator = increases bovine intestinal alkaline phosphatase activity | AID 1016 | actives 0.17% (n = 200,000) | purified bovine IAP, CDP-star luminescence, 30 min; hits give high values; fold of DMSO-control signal, blank-subtracted | activation factor at 20 µM;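 active = activation factor of 2 or more at 20 µM, a signal rise over negative controls twice the positive control's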
PPARg SRC-3 ag = promotes SRC-3 coactivator recruitment by human PPARgamma | AID 731 | actives 0.26% (n = 200,000) | biochemical PPARgamma/SRC-3 coactivator recruitment assay | activation, % at 8 µM | P37231; in the data active = activation above about 23%;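 note: 0% = DMSO and 100% = reference agonist; some compounds past the cut are filed as inactive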
bIAP inhibitor = intestinal alkaline phosphatase (bovine) inhibition; purified bovine IAP, CDP-star luminescence, 30 min; inhibition, % at 20 µM; 190,000 tested, under 10 active; AID 1019;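 active = over 50% inhibition of intestinal alkaline phosphatase at 20 µM in the single-dose screen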
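System: purified bovine intestinal alkaline phosphatase (IAP) enzyme; Input: IAP diluted 1/65,000,000 in the well; Measured by: CDP-star luminescence signal; Compound dosing: 20 µM single dose; Incubation: 30 min reaction at room temperature.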
TNAP act hiacc = increases human TNAP activity under high phosphate acceptor concentration | P05186 | purified TNAP, CDP-star luminescence, 1 M DEA, 30 min; hits give high values; 0 = EDTA background, 1 = DMSO-only activity | activation factor at 20 µM | 200,000 tested, under 10 active | AID 1136;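 active = activation factor at least 2 at 20 µM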
Target sequence (P05186 whole entry, looked up): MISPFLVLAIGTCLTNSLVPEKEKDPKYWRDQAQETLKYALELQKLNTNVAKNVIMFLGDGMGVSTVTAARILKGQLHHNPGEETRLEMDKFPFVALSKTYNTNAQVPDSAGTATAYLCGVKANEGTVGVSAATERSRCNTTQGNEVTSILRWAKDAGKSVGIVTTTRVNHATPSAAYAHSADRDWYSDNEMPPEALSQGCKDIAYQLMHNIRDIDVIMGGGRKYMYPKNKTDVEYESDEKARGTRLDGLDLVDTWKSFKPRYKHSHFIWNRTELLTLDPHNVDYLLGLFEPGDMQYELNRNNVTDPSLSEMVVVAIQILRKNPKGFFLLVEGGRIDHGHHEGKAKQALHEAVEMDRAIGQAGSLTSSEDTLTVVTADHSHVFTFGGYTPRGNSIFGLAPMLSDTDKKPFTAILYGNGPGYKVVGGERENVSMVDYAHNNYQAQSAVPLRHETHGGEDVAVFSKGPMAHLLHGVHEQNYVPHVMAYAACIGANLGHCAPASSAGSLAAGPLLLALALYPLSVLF
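system = human TNAP | amount = enzyme diluted 1/800 final | reagent = 100 µM CDP-star substrate | signal = luminescent substrate turnover signal | dosing = one dose, 20 µM | benchmarks = EDTA negative control, DMSO positive control | measure = activation factor | timing = 30 min reaction, room temperature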
TNAP inh no acc = blocks human TNAP activity with no phosphate acceptor present; AID 1012; inhibition, % at 20 µM; actives 0.26% (n = 200,000); purified TNAP, CDP-star luminescence, 30 min; P05186;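 active = tissue-nonspecific alkaline phosphatase inhibition above about 50% at 20 µM in the single-dose screen, limit read from the data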;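 note: 0% = DMSO negative control and 100% = EDTA positive control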
Efa HMGR inh = blocks class II HMG-CoA reductase of Enterococcus faecalis; AID 1066; purified E. faecalis HMGR, NADPH absorbance 340 nm kinetic; inhibition, % at 10 µM; actives 0.41% (n = 190,000);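 active = inhibition above a set limit, the median over all tested compounds plus 3 SD, cut at about 9.5% in these data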;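 note: enzyme runs in reverse so mevalonate oxidation gives rising NADPH absorbance; 0% = complete reaction with DMSO and 100% = background rate lacking mevalonate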
PPARg SRC2 recr = agonists of SRC-2 recruitment by human PPARgamma. actives 0.34% (n = 200,000). P37231. activation, % at 8 µM. PPARgamma LBD-SRC-2 recruitment, biochemical; in the data active = activation above about 22%;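 note: 0% = vehicle and 100% = reference agonist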
TNAP inh hiacc = blocks human TNAP under high phosphate acceptor concentration; inhibition, % at 20 µM; AID 1135; purified TNAP, CDP-star luminescence, 1 M DEA; P05186; actives 0.03% (n = 200,000);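 active = over 50% inhibition of tissue-nonspecific alkaline phosphatase at 20 µM in the single-dose screen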;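 note: plate controls were DMSO wells for no effect and EDTA-quenched wells as full inhibition for full effect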
* = called active by the depositor; nt = no result given.

Molecule	PPARg SRC-1 ag	SRC2 TRFRET art	bIAP activator	PPARg SRC-3 ag	bIAP inhibitor	TNAP act hiacc	TNAP inh no acc	Efa HMGR inh	PPARg SRC2 recr	TNAP inh hiacc
CCOC(=O)c1cnn2cc(-c3[nH]ncc3[N+](=O)[O-])cnc12	4	1525	1	0	-5	1	4	-4	3	-3
COC(=O)CNC(=O)Cc1c(F)cccc1Cl	4	1496	0.9	-5	10	1	-9	-13	3	-4
COCCNC(=O)/C(C#N)=C/c1cc(C)n(-c2ccc(C)cc2)c1C	4	1693	1.1	2	-8	1	-3	-7	14	1
Cc1cccc(C(=O)N/N=C/c2ccc(OCC(=O)N3CCCCC3)cc2)c1	3	1534	1	-6	3	1	-10	-6	-1	-1
Cc1ccc(S(=O)(=O)NCc2ccc(C(=O)NCCCN3CCN(C)CC3)cc2)cc1	2	1472	1	6	0	1.1	-13	-1	4	-6
COc1ccc(Cl)cc1NC(=O)CN(C)CC(=O)Nc1ccccc1-c1ccccc1	5	1617	1.2	-1	-21	1	-15	7	-3	-2
Cc1cc(NS(=O)(=O)Cc2ccccc2)cc(C)c1OCC(=O)N1CCOCC1	3	1652	1.1	1	-6	1.1	-10	-4	13	-9
CCCCC(Nc1ncnc2ccccc12)C(=O)O (stereo not given)	1	1335	0.9	0	13	1.1	-8	-2	-2	-11
Cc1ccc(C2CC(=O)NC(SCCC(C)C)=C2C#N)cc1 (stereo not given)	1	1554	1	1	-4	1	-12	-4	-3	-3
CCOC(=O)c1nc2cc3n(c(C)c-2c1C)C(C)C(CC)=C3C (stereo not given)	-5	1498	nt	2	nt	nt	nt	nt	6	nt
CN(C)CCN1C(=O)c2oc3ccccc3c(=O)c2C1c1cccc(Br)c1 (stereo not given)	4	1340	1.2	6	-16	1	-4	1	4	0
CC(C)OC(=O)c1nn2c(C(F)(F)F)cc(-c3ccco3)nc2c1Cl	6	1468	1	2	3	1	-8	0	2	-2
COc1cc(S(=O)(=O)N2CCOCC2)ccc1NC(=O)COC(=O)c1ccccn1	-6	1248	1	-17	4	1	-14	0	-7	-2
COc1ccc(C2C3=C(CCCC3=O)Nc3nc(-c4cc(OC)c(OC)c(OC)c4)nn32)cc1OC (stereo not given)	6	1620	1.1	-1	-15	1	-3	-5	-5	-4
CCOc1cc(N2CCOCC2)c(OCC)cc1NC(=O)CSc1ncn[nH]1	1	1494	1	-1	3	1	-5	-1	0	-2

Laid out differently: four of the compounds above.
Every second line gives: PPARg SRC-1 ag, SRC2 TRFRET art, bIAP activator, PPARg SRC-3 ag, bIAP inhibitor, TNAP act hiacc, TNAP inh no acc, Efa HMGR inh, PPARg SRC2 recr, TNAP inh hiacc
CC(C)OC(=O)c1nn2c(C(F)(F)F)cc(-c3ccco3)nc2c1Cl
  6, 1468, 1, 2, 3, 1, -8, 0, 2, -2
COc1cc(S(=O)(=O)N2CCOCC2)ccc1NC(=O)COC(=O)c1ccccn1
  -6, 1248, 1, -17, 4, 1, -14, 0, -7, -2
COc1ccc(C2C3=C(CCCC3=O)Nc3nc(-c4cc(OC)c(OC)c(OC)c4)nn32)cc1OC (stereo not given)
  6, 1620, 1.1, -1, -15, 1, -3, -5, -5, -4
CCOc1cc(N2CCOCC2)c(OCC)cc1NC(=O)CSc1ncn[nH]1
  1, 1494, 1, -1, 3, 1, -5, -1, 0, -2

(list continues)
Molecule	PPARg SRC-1 ag	SRC2 TRFRET art	bIAP activator	PPARg SRC-3 ag	bIAP inhibitor	TNAP act hiacc	TNAP inh no acc	Efa HMGR inh	PPARg SRC2 recr	TNAP inh hiacc
CCOC(=O)N1CCN(S(=O)(=O)c2c(C)nn(C)c2C)CC1	-4	1460	1	-4	3	1.1	1	-3	0	-5
COc1cc(C(=O)NCCC(=O)NCCCN2CCCCC2)cc(OC)c1OC	0	1360	1	-4	-1	1	-8	-9	-2	0
Brc1ccccc1-c1cnco1	7	1629	0.9	-5	12	1	-10	-4	5	-3
O=C(Nc1cc(Sc2nc3ccccc3s2)cc([N+](=O)[O-])c1)c1ccccc1	-6	1577	0.8	-2	16	1	2	-1	-4	-3
CC1(C)COC2(OC1)C(=O)Nc1ccccc12	2	1794	1	3	-2	1	-4	-4	12	-4
O=c1cc(N2CCCC2)c2ccccc2o1	4	1721	1	2	1	1	-6	1	-6	-4
NNC(=O)/C=C/c1ccc(Cl)cc1Cl	-10	1440	1	0	3	1.1	-7	-1	-1	-8
COc1ccc(C2Nc3ccccc3C(=O)N2c2ccccc2)cc1CSc1ccccn1 (stereo not given)	-4	1815	0.9	3	11	1.1	-9	-8	-9	-6
CCOC1OC(=O)C(Cl)=C1Nc1cc(C)ccc1C (stereo not given)	10	1786	1	4	3	1	-6	-3	13	0
COC(=O)c1ccccc1NC(=S)NC(=O)c1ccc2ccccc2c1	-5	1536	1	-2	-3	1	-9	-3	-1	-3
COc1cccc(NC(=S)N2CCn3cccc3C2c2cccnc2)c1 (stereo not given)	4	1693	1.1	2	-14	1	-15	2	9	1
COc1nc(Oc2ccc(C(=O)O)cc2)nc(Oc2ccc(C(=O)O)cc2)n1	10	1655	1.1	3	-6	1	-7	-1	-1	-3
O=C(Cc1c[nH]c2ccccc12)N/N=C/c1cccc(F)c1	4	1540	1.1	2	-14	1	-1	3	-3	4
Cc1cc(NC(=O)CCSc2ccccc2)ccc1Br	-1	1342	1	-7	1	1	-22	0	-9	-1
CCOC(=O)CSc1cc(CS(=O)(=O)c2ccccc2)nc(-c2ccccc2)n1	5	1637	0.9	5	10	1	-2	-2	7	0
COCc1cc(C)nc(SCC(=O)Nc2cc3c(cc2C#N)OCO3)c1C#N	0	1689	1	-5	5	1.1	-13	1	-9	-6
CCn1ncc(Cl)c1C(=O)Nc1ccncc1	2	1466	1	-7	-1	1.1	-3	0	9	-8
CC(C)CCN(C(=O)CNC(=O)c1cccs1)C(C(=O)NC1CCCC1)c1ccncc1 (stereo not given)	-7	1827	1.1	0	-6	1	-1	-2	-2	-1
CC(C)(C)c1cc(NC(=O)C2CCCO2)no1 (stereo not given)	0	1600	0.9	2	11	1	-10	-2	6	-3
CCCC(NC(=O)CNC(=O)C(C)(C)C)C(=O)O (stereo not given)	-8	1551	1	-11	-1	1.1	-8	0	-2	-11
CCOC(=O)Cc1csc(NC(NC(=O)OCC)(C(F)(F)F)C(F)(F)F)n1	-1	1462	0.8	5	22	1.1	-19	2	-2	-5
O=[N+]([O-])c1ccc2[nH]c3c(c2c1)CCCC3O (stereo not given)	6	1597	0.8	6	20	1	-4	-2	6	-2
CCOc1c(CNCCN2CCOCC2)cccc1OC	1	1514	1	-6	2	1	-8	-3	-1	-1
O=C(Nc1ccc(Br)cc1F)c1ccncc1	4	1528	1	-5	3	1	-7	-6	4	2
CCOC(=O)C1=C(C)OC(N)=C(C#N)C1c1ccoc1 (stereo not given)	11	1647	0.9	0	13	1.1	-10	5	2	-6
CC(c1ccccc1)n1cc(C(=O)NCCCn2ccnc2)nn1 (stereo not given)	-3	1446	0.9	-8	10	1	-1	-3	-3	0
C=CCN(c1ccccc1)S(=O)(=O)c1ccc(Cl)c(C(=O)OCC(=O)c2[nH]c(C)c(C(C)=O)c2C)c1	-1	1672	1.4	3	-35	1	-6	-2	11	-5
O=C(O)c1cccc(CSc2nc(-c3ccccc3)cc(C(F)(F)F)n2)c1	-1	1411	1.3	0	-26	1	-6	-2	-1	-2
Cc1cc(C)n2nc(C(=O)OCC(=O)Nc3ccc4c(c3)OC(F)(F)O4)nc2n1	2	1778	1	3	5	1	-7	0	18	-4
Cc1ccc(S(=O)(=O)NCc2ccc(C(=O)N3CCc4ccccc4C3)cc2)cc1	9	1465	0.9	0	7	1	-5	-3	2	0
N#Cc1cnn2ccc(-c3cc(N4CCOCC4)ccc3[N+](=O)[O-])nc12	9	1632	1.2	1	-18	0.9	9	-3	0	12
Cc1ccc(C(=O)Nc2ccccc2C(=O)O)cc1NC(=O)COc1c(C)cccc1C	9	1455	1	5	-2	1	-4	-7	7	1
COc1ccc(OC)c(NC(=S)NCc2ccco2)c1	-1	1509	nt	7	nt	nt	nt	nt	5	nt
CCN1CCN(c2nc3ccccc3nc2C(C#N)C(=O)OCc2ccccc2)CC1 (stereo not given)	14	1603	0.9	3	13	1	3	-5	6	0
Cc1nc(NCc2ccco2)c2oc3ccccc3c2n1	4	1457	1.1	1	-8	1	-24	-6	-1	-3
O=C(O)c1cccc(S(=O)(=O)Nc2ccc3c(c2)OCO3)c1	-2	1421	1	-4	3	1.1	-16	-1	7	-6
Cc1cc(C)n(-c2nc3ccccc3c(=O)n2OCc2ccc(F)cc2)n1	6	1486	1.1	-7	-10	1.1	-8	-4	1	-8
CC(C(=O)N1CCN(c2ccc([N+](=O)[O-])cc2)CC1)N1C(=O)C2CC=CCC2C1=O (stereo not given)	3	1554	1	0	4	0.9	-2	-7	-1	9
O=C(NCc1ccco1)c1cc2n(n1)C(C(F)(F)F)CC(c1ccc(Cl)c(Cl)c1)N2 (stereo not given)	5	1681	1	10	4	1	-10	-4	8	-1
O=C(CSc1nc2scc(-c3ccccc3)c2c(=O)[nH]1)NC1CCCCC1	-4	1499	0.9	5	6	1	-6	-7	0	-3
Cc1ccc(N2CC(C(=O)Nc3ccc(C)c(S(=O)(=O)N(C)C)c3)CC2=O)cc1 (stereo not given)	10	1635	1.2	0	-24	1	-13	-7	3	-3
